Pf growth 48h: Primary qHTS for delayed death inhibitors of the malarial parasite plastid, 48 hour incubation; P. falciparum luciferase growth in erythrocytes, 48 h; Potency, µM (titrated, usually from 28.7 µM), inactives show at the highest dose activity change, negative = inhibition, usual class: inhibitors; actives 5.9% (n = 310,000); note: potency is the fitted concentration of half-maximal effect; % is set by controls: 0 for no effect and ±100 for the full control effect
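Compounds are pin-transferred into medium, infected erythrocytes (2% hematocrit, 0.1% parasitemia final) are added, and plates sit one parasite generation at 37 C in 5% CO2. Detection reagent is then added and luminescence measured.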
LmPK inh: qHTS Assay for Inhibitors of Leishmania Mexicana Pyruvate Kinase (LmPK); Q27686; purified LmPK, Kinase-Glo ATP luminescence, 1 h; Potency, µM (series often up to 57.5 µM), for the others: at the highest dose activity change, negative = inhibition, usual class: inhibitors; actives 0.37% (n = 290,000); AID 1721, 2009; note: potency is the fitted concentration of half-maximal effect; % is set by controls: 0 for no effect and ±100 for the full control effect
Target sequence (Q27686 whole entry, looked up): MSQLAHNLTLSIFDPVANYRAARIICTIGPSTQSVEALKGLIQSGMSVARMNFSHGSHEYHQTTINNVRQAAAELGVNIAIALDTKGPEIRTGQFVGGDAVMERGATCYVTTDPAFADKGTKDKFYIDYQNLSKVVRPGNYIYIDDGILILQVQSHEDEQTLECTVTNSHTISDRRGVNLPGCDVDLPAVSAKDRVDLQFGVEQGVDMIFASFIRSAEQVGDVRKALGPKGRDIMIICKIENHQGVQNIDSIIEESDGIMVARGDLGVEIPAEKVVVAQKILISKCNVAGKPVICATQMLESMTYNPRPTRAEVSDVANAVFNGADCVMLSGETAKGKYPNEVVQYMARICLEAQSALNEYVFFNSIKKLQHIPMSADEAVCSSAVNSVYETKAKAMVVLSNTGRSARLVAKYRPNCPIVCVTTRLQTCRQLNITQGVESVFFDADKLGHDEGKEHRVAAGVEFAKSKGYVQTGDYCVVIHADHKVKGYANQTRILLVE
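Pyruvate kinase activity monitored as ATP production (luciferase luminescence). Conditions: 0.1 nM enzyme, 0.5 mM PEP, 0.1 mM ADP, 1 h, RT; normalized against uninhibited and no-enzyme wells.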
Pf growth 96h: Primary qHTS for delayed death inhibitors of the malarial parasite plastid, 96 hour incubation | P. falciparum luciferase reporter growth, 96 h | actives 6.9% (n = 320,000) | Potency, µM (series often up to 28.7 µM), without a hit: at the highest dose activity change, negative = inhibition, actives largely listed as inhibitors; note: potency is the fitted concentration of half-maximal effect; % is set by controls: 0 for no effect and ±100 for the full control effect
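Delayed-death screen, second-generation endpoint: infected erythrocytes, 2% hematocrit, 0.05% parasitemia final; 96 hours at 37 C, 5% CO2; luciferase detection reagent; luminescence decrease equals reduced growth.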
TbPYK inhibitor: qHTS of Trypanosoma Brucei Inhibitors | TbPYK enzyme, Kinase-Glo Plus ATP luminescence, 45 min | Potency, µM (doses to about 76.8 µM), for the others: at the highest dose activity, negative = inhibition, actives largely listed as inhibitors | actives 0.12% (n = 410,000) | AID 624173, 2012; note: potency is the fitted concentration of half-maximal effect; % is set by controls: 0 for no effect and ±100 for the full control effect; nearly all actives have a fitted effect of over 50% in size
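Quantitative HTS: titrated library compounds versus trypanosomal pyruvate kinase in TEA buffer (pH 7.2) containing KCl, MgCl2, BSA and Tween-20. Reactions were initiated with ADP, 130 uM final. Kinase-Glo Plus luminescence was read after 45 min at RT.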
Shiga inhibitor: A qHTS for Small Molecule Inhibitors of Shiga Toxin; inhibition, % at 38.7 µM; Vero cells, Shiga toxin protein synthesis inhibition reporter; AID 2315, 2010; actives 9.2% (n = 290,000); in the data active = inhibition mostly above about 28%, no sharp cut-off; inactive = mostly below about 43%; note: 0% is about no effect
AMA1 RON2 block: qHTS for Inhibitors of AMA1-RON; Towards Development of Antimalarial Drug Lead: Primary Screen | AlphaScreen AMA1-biotinylated RON2 peptide binding | Plasmodium falciparum AMA1 (3D7) - RON2 peptide interaction | Potency, µM (highest dose often 58.2 µM), without a hit: top-dose activity change, negative = inhibition, most hits filed as inhibitors | actives 0.2% (n = 360,000);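 note: potency is the fitted concentration of half-maximal effect; 0% = vehicle wells and -100% = peptide control; nearly all actives have a fitted effect of over 45% in size; some results filed as inactive show a strong effect at the top dose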
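AMA1 (3D7) with his tag at 25 nM final met compounds first, then biotinylated RON2 peptide at 25 nM; detection used donor plus acceptor beads, 10 µg/mL apiece, read by AlphaScreen after 30 min at room temperature.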
Cycloheximide cs: Cycloheximide Counterscreen for Small Molecule Inhibitors of Shiga Toxin; cell reporter, cycloheximide protein synthesis inhibition counterscreen; max response, %; actives 12% (n = 300,000); AID 2314, 2010; in the data active = max response mostly above about 13%, no sharp cut-off; inactive = mostly below about 14%; note: read at 38.3 µM for the half of the compounds with a filed dose; 0% is about no effect
Active calls of the source: *; ? = inconclusive; · = no result given; & = joins results of further samples; [ ] = remark or other dose. Unless noted, calls come from the whole dose curve; as a rule, active = well fitted curve in the direction sought with a large enough effect; inconclusive = small, poorly fitted or top-dose-only effect, or another doubt; inactive = no such curve, though single readings can be large; an effect the other way counts as inactive or inconclusive.

SMILES | Pf growth 48h | LmPK inh | Pf growth 96h | TbPYK inhibitor | Shiga inhibitor | AMA1 RON2 block | Cycloheximide cs
N#CCSCC(=O)Nc1ccc(Cl)cc1 | · | 10% | 32% | -10% | -7 | 73%[activator] | -3
Cc1c(C(=O)N2CCOCC2)sc(NC(=O)C(C)C)c1C#N | 16% | -2% | -2% | 0% | -3 | -4% | -2
COCCN(C(=O)CSc1nc2nc(C)cc(C)n2n1)c1c(N)n(Cc2ccccc2)c(=O)[nH]c1=O | 5% | 0% | 28% | 3% | 4 | 23% | -2
c1cncc(-c2nc(-c3ccco3)cs2)c1 | 44%[activator] | -9% | · | ? | 79* | -17% | 27*
CCC(C)NC(=O)c1ccc(C2SCC(=O)N2Cc2ccccc2)cc1 (configuration not stated) | 3% | -3% | ? | 6% | -1 | 3% | 0
C/C=C(\C)C(=O)N1CC2(CC(c3cccc(NC(=O)CCCCC)c3)=NO2)C[C@@H]1C(N)=O (some centres not stated) | ? | 2% | 23% | 1% | -2 | -12% | -3
Cc1ccc(C2OC34CCCCCC3C(C#N)(C(=N)O4)C2(C#N)C#N)cc1 (configuration not stated) | 3% | 1% | 23% | -2% | -9 | 8% | -1
COC(=O)c1cc2c(ccn2-c2ccc(F)cc2)n1Cc1ccc(OC(C)=O)cc1 | ? | 4% | ? | -5% | 122* | ? | 59*
CCCC(C(=O)NCc1ccco1)N(C(=O)CNS(=O)(=O)c1ccc(Cl)cc1)C1CCCC1 (configuration not stated) | 12µM* | 5% | 14% | 1% | 9 | -8% | 1
O=C(C1CCCN(S(=O)(=O)c2ccc(Br)s2)C1)N1CCN(c2ccccc2)CC1 (configuration not stated) | 8.3µM* | 2% | -8% | -6%&-4% | 49 | ? | 13
COc1ccccc1N1CCN(C(=O)CSc2nnc(NC(=O)C(C)C)s2)CC1 | -12% | 8% | -11% | -5% | -2 | 0% | -1
COc1ccc2[nH]cc(CCNC(=O)Nc3ccccc3C)c2c1 | 17% | 8% | -29% | -2%&-3% | · | -3% | -3
CCCn1c(SCCC(=O)O)nc2ccccc21 | 39%[activator] | -9% | 414%[activator] | 1% | -9 | -14% | -1
CCc1ccc(N(CC(=O)N2CCOCC2)S(C)(=O)=O)cc1 | -5% | -1% | 13µM* | -2% | · | -9% | 2
COc1cc(Cl)c(C)cc1NC(=O)CN(C)Cc1cccc(OC)c1OC | ? | 9% | -37% | 1% | 16 | 14% | -5
O=C(NCC1CCCO1)c1ccc(Cn2c(=S)[nH]c3ccccc3c2=O)cc1 (configuration not stated) | -21% | -4% | -7% | -15% | 5 | 6% | -4
Cc1cccc(Oc2coc3cc(O)ccc3c2=O)c1 | 60%[activator] | 2% | 21% | 5% | 49* | -7% | 31*
CCCCn1c(=O)n(CC(=O)Nc2ccc(C)c(Cl)c2)c(=O)c2c1ncn2Cc1ccco1 | 12µM* | 0% | 4.7µM* | -6% | 18 | 0% | -3
Cc1onc(-c2c(F)cccc2Cl)c1C(=O)N1CCCCC1 | ? | -7% | -34% | -5% | -1 | -10% | 24
CCOCCCn1c(=O)c2ccccc2n2c(=S)[nH]nc12 | -4% | 2% | -4% | -30% | -7 | 74%[activator] | -2
COc1ccc(Cn2c(=O)[nH]c3cc(C(=O)NC4CCCC4)ccc3c2=O)cc1 | -1% | -1% | ? | 1% | -8 | -11% | -4
CCOc1ccc(S(=O)(=O)N(C)c2ccc(OCC(=O)NCc3cccnc3)cc2)cc1 | 0% | -5% | -15% | 3% | -8 | -7% | -3
CCOC(=O)c1c(C)n(CC)c2c1cc(O)c1ccccc12 | -34% | 3% | 6% | -22% | -1 | -6% | -2
CCCCN1C(=O)Nc2ccccc2S1(=O)=O | 13% | -1% | 23% | 13% | 0 | 16% | 2
N#Cc1ccccc1OCC(=O)OCC(=O)Nc1ccc2c(c1)OCO2 | -6% | · | 7% | 5% | · | 3% | ·
O=C(CCc1cn(Cc2ccc(F)cc2)c2ccccc12)N1CCOCC1 | ? | 0% | -9% | -3% | 6 | -13% | -3
O=[N+]([O-])c1ccc(O)c(C=Nc2cccc3ccccc23)c1 | -25% | -4% | ? | -1% | -3 | 38%[activator] | -3
Cc1oc(-c2cccs2)nc1CS(=O)CC(=O)NCCCN1CC(C)CC(C)C1 (configuration not stated) | · | 1% | 12µM* | 0% | 3 | -1% | -4
Nc1c(C(=O)NC2CCCC2)c2nc3ccccc3nc2n1CC1CCCO1 (configuration not stated) | 10µM* | 1% | -19% | 1% | -16 | 155%[activator] | -3
CCOc1ccc(NS(=O)(=O)c2ccc(C(=O)N(C)CC(=O)Nc3ccc(C)cc3)cc2)cc1 | ? | · | 0% | -7% | · | -3% | ·
COc1ccc(C(=O)Nc2ccc(NC(C)=O)cc2)cc1S(=O)(=O)N1CCCC1 | ? | · | ? | 0% | · | 12% | ·
COCCCNC(=O)c1cc2c(s1)CS(=O)(=O)C2 | · | 0% | 6% | 1% | -11 | -6% | 6
N#CC1(C#N)CC(C=O)=C(N)C1(C#N)CC(=O)C12CC3CC(CC(C3)C1)C2 (configuration not stated) | ? | 3% | ? | -19% | -14 | 27% | -5
CC(=O)Nc1ccc(C(=O)OCC(=O)NCc2ccc(Cl)cc2)cc1 | 8% | -1% | 8% | · | -5 | · | -5
CC1(C)CC(=O)c2c(noc2-c2ccccc2)C1 | ? | 5% | ? | -3% | 58* | 2% | 31*
COc1ccc(NC(=O)CSCC(=O)Nc2ccc(S(=O)(=O)N3CCCC3)cc2)cc1 | 38%[activator] | -3% | -4% | 1% | 10 | 3% | -3
O=C(COc1ncnc2cc(Cl)ccc12)c1ccccc1 | 21% | -2% | 49%[activator] | 0% | 98* | 7% | 45*
COc1cc(N2CCOCC2)ccc1C=C1C(=O)NC(=O)NC1=O | -4% | -2% | -9% | -4% | -12 | -1% | 3
COc1ccc(C2CC(c3ccco3)n3ncnc3N2)cc1 (configuration not stated) | -11% | 4% | -20% | -13% | -4 | 7% | -2
COCCNC(=O)c1ccc(NC(C)=O)cc1 | 3% | 7% | · | -1% | -14 | -8% | -2
CCOC(=O)c1c(C)nc2sc(C(=O)Nc3ccc(C(C)=O)cc3)c(N)c2c1-c1ccc(OC)cc1 | ? | 2% | 28%[5.75 µM] | 2% | 26 | 38%[activator] | 2
Cc1cc(NC(=O)c2cnccn2)no1 | 39%[activator] | 4% | · | · | 3 | · | -2
CC(C)(CNC(=O)CNC(=O)c1ccccc1F)N1CCOCC1 | 7% | · | 33% | 0% | · | 0% | ·
O=C(COC(=O)/C=C/c1ccc([N+](=O)[O-])cc1)Nc1ccc(F)cc1 | -14% | · | -20% | 6% | · | 0% | ·
O=C(c1ccccc1)N1CCN(c2ncccn2)CC1 | 9% | -4% | 62%[activator] | 2% | 6 | 1% | -2
COc1cc(NC(=O)c2cc3ccccc3cc2O)c(OC)cc1Cl | 2.1µM* | 4% | 1.3µM* | -8% | 63* | -1% | 19*
CNc1ccc(Oc2c(F)c(F)nc(F)c2F)cc1 | 34%[activator] | -5% | 34%[activator] | -10% | -13 | -11% | 2
COc1ccc(C)c2sc(NC(=O)C3CC3)nc12 | 34%[activator] | 1% | 29% | -3% | 7 | 3% | 8
CCc1nnc(NS(=O)(=O)c2ccc(NC(=O)/C=C/c3ccccc3Cl)cc2)s1 | -4% | 2% | 17% | 0% | 17 | 9% | -1
Cc1ccc(C(=O)Nc2ccc3c(c2)nc(CCNC(=O)c2ccco2)n3C)cc1 | 50%[activator] | 1% | 1% | -3% | 44* | 0% | 32*
(continued)
SMILES | Pf growth 48h | LmPK inh | Pf growth 96h | TbPYK inhibitor | Shiga inhibitor | AMA1 RON2 block | Cycloheximide cs
Cc1nnc(N/N=C\c2ccc(-c3cccc(C(=O)O)c3)o2)n1N | 194%[activator] | -3% | 31%[activator] | -9% | 5 | -1% | 8
Cc1cc(C)c2c(-n3cccc3)n[nH]c2n1 | 11% | 2% | 31%[activator] | -4% | 3 | 0% | 1
O=C1C=C(c2cccc(Cl)c2O)C[C@@H](c2ccc(Cl)cc2)C1 | 2.9µM* | · | 1.5µM* | -14% | · | 0% | ·
CCOC(=O)C1CCCN(C(=O)c2cccc3ccccc23)C1 (configuration not stated) | -5% | -4% | -14% | 1% | 7 | 4% | -5
O=S(=O)(Nc1cccc(-n2cnnn2)c1)c1ccccc1F | -5% | 0% | -7% | -9% | 8 | -4% | -2
O=C(Cn1c(NCCCO)nc2ccccc21)c1ccc(F)cc1 | -2% | 2% | ? | 3% | -1 | 0% | 1
CC(Oc1cccc(Cl)c1)C(=O)Nc1ccc(S(=O)(=O)NC2=NCCCCC2)cc1 (configuration not stated) | -24% | · | ? | 0% | · | 5% | ·

Laid out differently: results already given.
structure	Pf growth 48h	LmPK inh	Pf growth 96h	TbPYK inhibitor	Shiga inhibitor	AMA1 RON2 block	Cycloheximide cs
CC(C)(CNC(=O)CNC(=O)c1ccccc1F)N1CCOCC1	7%	·	33%	0%	·	0%	·
O=C(COC(=O)/C=C/c1ccc([N+](=O)[O-])cc1)Nc1ccc(F)cc1	-14%	·	-20%	6%	·	0%	·
O=C(c1ccccc1)N1CCN(c2ncccn2)CC1	9%	-4%	62%[activator]	2%	6	1%	-2
COc1cc(NC(=O)c2cc3ccccc3cc2O)c(OC)cc1Cl	2.1µM*	4%	1.3µM*	-8%	63*	-1%	19*
CNc1ccc(Oc2c(F)c(F)nc(F)c2F)cc1	34%[activator]	-5%	34%[activator]	-10%	-13	-11%	2
COc1ccc(C)c2sc(NC(=O)C3CC3)nc12	34%[activator]	1%	29%	-3%	7	3%	8
CCc1nnc(NS(=O)(=O)c2ccc(NC(=O)/C=C/c3ccccc3Cl)cc2)s1	-4%	2%	17%	0%	17	9%	-1
Cc1ccc(C(=O)Nc2ccc3c(c2)nc(CCNC(=O)c2ccco2)n3C)cc1	50%[activator]	1%	1%	-3%	44*	0%	32*
Cc1nnc(N/N=C\c2ccc(-c3cccc(C(=O)O)c3)o2)n1N	194%[activator]	-3%	31%[activator]	-9%	5	-1%	8
Cc1cc(C)c2c(-n3cccc3)n[nH]c2n1	11%	2%	31%[activator]	-4%	3	0%	1
O=C1C=C(c2cccc(Cl)c2O)C[C@@H](c2ccc(Cl)cc2)C1	2.9µM*	·	1.5µM*	-14%	·	0%	·

Compound activity as filed in PubChem.

Rows were taken by chance. Share with any hit: about 21%.
